Compound activity (PubChem BioAssay)
Growth percent in the NCI-60 one-dose screen (48 h, 10 µM unless noted): 100 = growth as untreated, 0 = no growth, -100 = all killed.
MDA-MB-468 – MDA-MB-468 breast cancer; 8.5% of 78,000 active; AID 2202374
HS 578T – HS 578T breast cancer; 4.1% of 78,000 active
BT-549 – BT-549 breast cancer. 4.4% of 78,000 active. AID 1794793
LOX IMVI – LOX IMVI melanoma; 7.4% of 79,000 active
MDA-MB-231 – MDA-MB-231 breast cancer; 5% of 81,000 active
T-47D – T-47D breast cancer | 5% of 79,000 active | AID 1794792
MCF7 – MCF7 breast cancer | AID 1794796 | 6.3% of 82,000 active
SK-MEL-28 – SK-MEL-28 melanoma; AID 1794761; 4.1% of 81,000 active
* = called active by the depositor; · = not tested or not shown; & = joins results of further samples. How the source made its calls: active means growth percent below 10; inactive means the rest.

SMILES	MDA-MB-468	HS 578T	BT-549	LOX IMVI	MDA-MB-231	T-47D	MCF7	SK-MEL-28
CN(/C(N)=N/N=C/c1c2ccccc2cc2ccccc12)C1CCCCC1	4.9*	67	68	31	60	31	33	49
c1ccc(C(CC2CCCCC2)c2ccc3ccccc3c2)cc1 (stereo not drawn)	115	110	118	100	103	77	109	119
C=C(C)[C@@H]1CC[C@]2(C(=O)O)CC[C@]3(C)[C@H](CC[C@@H]4[C@@]5(C)CCCNC(C)(C)[C@@H]5CC[C@]43C)[C@@H]12	86	118	97	97	105	72	75	97
COc1cc(-c2ccc(N=Nc3c(O)c(C(=O)Nc4ccccc4OC)cc4ccccc34)c(OC)c2)ccc1N=Nc1c(O)c(C(=O)Nc2ccccc2OC)cc2ccccc12	95	85	90	86	76	103	91	97
CSc1c(-c2nc3ccccc3s2)c(N)nc2c(C#N)c(Nc3ccc(Cl)cc3)nn12	105	100	123	95	105	100	87	99
S=c1sc2ccccc2n1CN1CCCCC1	108	100	90	85	98	100	115	106
CCCCOc1ccc(NC(=O)n2nc(NC(C)=O)c3cc(NC(C)=O)ccc32)cc1	111	103	81	99	105	83	92	126
CCCCCCCCCCCCCCCC[N+](C)(C)CCCNS(=O)(=O)c1cccc(C(F)(F)F)c1	103	114	99	115	101	104	99	103
COc1ccc(NC(=O)Nc2cc(-c3ccc(OC)cc3)on2)cc1	109	104	108	102	104	93	93	109
CCOC(=O)C1=C(C)NC(SCc2cc(=O)oc3ccc4ccccc4c23)=N[C@@H]1c1cccc2ccccc12	95	103	110	94	85	74	75	105
O=C1c2cc(I)ccc2Oc2cc([N+](=O)[O-])ccc2N1c1ccc(I)cc1F	102	100	·	93	98	93	92	108
OC[C@@H](O)[C@@H](O[C@@H]1O[C@H](CO)[C@H](O)[C@H](O)[C@H]1O)[C@H](O)[C@@H](O)CO	98	109	113	97	112	101	103	129
Nc1ncc(C#Cc2cncc(NC(=O)c3cncc(C(F)(F)F)c3)c2)c2cccnc12	99	76	100	39	51	88	46	84
CC1(C)CC[C@]2(CO)CC[C@]3(C)[C@H](CC[C@@H]4[C@@]5(C)CCC(=O)NC(C)(C)[C@@H]5CC[C@]43C)[C@H]2[C@H]1O	106	108	111	72	94	94	92	106
O=C(O)c1cn(C2CC2)c2cc(N3CCN(C(=O)CCCN4C(=O)S/C(=C\c5ccc([N+](=O)[O-])cc5)C4=O)CC3)c(F)cc2c1=O	103	99	·	91	89	110	100	101
O=C(Nc1ccccc1F)Nc1ccccc1Cl	76	103	86	93	86	73	91	97
COc1ccccc1NCc1cccn1Cc1ccccc1	90	122	100	103	105	108	97	105
Cc1cc(C2=NN(C(=O)c3ccccc3)C(c3ccc[nH]3)C2)ccc1-n1ccc(C(F)(F)F)n1 (stereo not drawn)	95	96	113	94	102	74	94	103
CCOC(=O)CC1(C)Nc2ccccc2-c2ccnn21 (stereo not drawn)	107	100	101	93	85	88	95	112
COc1cc(-n2ncc3cc(N)ccc32)cc(OC)c1OC	110	109	90	89	79	73	79	108
COc1ccc(-c2nc(SCCCCCCC(=O)NO)[nH]c(=O)c2C#N)cc1	93	105	110	74	105	91	104	109
COC(C)(C)C1CCC(C)=CC1c1cc(O)ccc1O (stereo not drawn)	108	115	115	102	110	103	115	130
Brc1cc2c(cc1C1SCCS1)OCO2	100	109	101	93	102	89	104	116
COc1cc2nccc(Oc3ccc(NC(=O)C4(C(=O)Nc5ccc(F)cc5)CC4)cc3)c2cc1OC(=O)c1ccc(N)cc1	59	-17*	36	-51*	-1.2*	19	24	·
COc1ccc(-c2cc(C(=O)N3N=C(c4ccc(N)cc4)CC3c3ccc(OC)cc3)c3cc(OC)ccc3n2)cc1 (stereo not drawn)	38	46	66	41	74	43	14	64

Two of the compounds above, with bars between the fields.
SMILES | MDA-MB-468 | HS 578T | BT-549 | LOX IMVI | MDA-MB-231 | T-47D | MCF7 | SK-MEL-28
CN(/C(N)=N/N=C/c1c2ccccc2cc2ccccc12)C1CCCCC1 | 4.9* | 67 | 68 | 31 | 60 | 31 | 33 | 49
c1ccc(C(CC2CCCCC2)c2ccc3ccccc3c2)cc1 (stereo not drawn) | 115 | 110 | 118 | 100 | 103 | 77 | 109 | 119

More records follow.
SMILES	MDA-MB-468	HS 578T	BT-549	LOX IMVI	MDA-MB-231	T-47D	MCF7	SK-MEL-28
COc1ccc(C/C(C)=C(\c2ccc(Cl)cc2)c2ccc(OCCN3CCCC3)cc2)cc1	70	70	86	83	86	57	36	91
O=C(O)c1ccc(Cn2c(=O)[nH]c(=O)n(Cc3ccc(Cl)cc3)c2=O)cc1	99	108	106	107	109	113	94	107
NNC(=O)C1CC2c3ccccc3C1c1ccccc12 (stereo not drawn)	112	102	102	·	102	112	101	108
CCCCCCCC/C=C\CCCCCCCCOc1ccccc1CCOP(=O)(O)OCC[N+](C)(C)C	62	88	88	61	74	·	74	89
COc1cc(/C=N/NC(=O)c2ccccc2Nc2cccc(C(F)(F)F)c2)ccc1O	28	106	102	76	72	56	84	104
O=[N+]([O-])c1cccc(Nc2n[nH]c(-c3ccccc3)n2)c1	76	54	83	76	69	71	65	108
NC(N)=NS(=O)(=O)c1ccc(N=C2C(=O)Nc3ccccc32)cc1	94	123	92	89	91	105	100	124
Cc1ccc(-n2c(-c3ccccc3)c(-c3ccccc3)c3c(SCC(=O)n4nc(C)cc4C)ncnc32)cc1	73	87	86	84	74	60	65	107
NC1=NN(c2ccccc2)C2=NC(=O)NC(c3ccc(Cl)cc3)C12 (stereo not drawn)	103	101	92	·	88	86	80	96
COC(=O)Cc1cc(O)cc2oc(-c3cc(OC)ccc3OC)cc(=O)c12	86	93	92	94	82	109	84	106
CC/C(Cc1ccccc1)=C(\c1ccc(OCCN2CCCCC2)cc1)c1ccc(OC(C)=O)cc1	79	99	100	97	85	61	33	101
CC(C)(C)OC(=O)CC(S(=O)(=O)c1ccccc1)S(=O)(=O)c1ccccc1	-24*	102	108	95	103	67	97	105
NC(=O)c1cccc(NC(=O)c2ccco2)c1	98	110	109	100	106	104	92	108
COC(=O)C(Cc1cnc[nH]1)N1CC(=O)N2[C@@H](c3ccccc3)SC[C@H]2C1=O (stereo partly drawn)	·	106	·	98	116	108	106	117
CC(C)c1ccc(C(C(C(=O)c2ccccc2)N2CCOCC2)N2CCOCC2)cc1 (stereo not drawn)	115	119	109	94	100	105	103	112
CCCCCCCCC(=O)c1c(OC)oc(C=O)cc1=O	·	102	100	100	115	96	103	105
Nc1nc(-c2ccc(Cl)cc2)nn1-c1nc2ccccc2s1	94	55	75	81	52	·	65	92
CC(=O)N1C(=S)NC(=O)C1Cn1c(-c2ccccc2)nc2ccccc21 (stereo not drawn)	97	96	109	96	90	95	89	106
C=CC(=O)CC1(C(=O)OC)NC(=S)NC(=O)C1C#N (stereo not drawn)	101	96	104	·	110	107	87	119
O=C1Nc2ccccc2/C1=N/N=C/c1ccco1	57	109	84	84	88	77	44	110
COc1ccc2c(c1)c(-c1nnc(-c3cn(C)c4ncccc34)o1)cn2C	75	79	85	74	74	41	45	82
CCOC(=O)CC(=O)N1CCSC1COc1ccccc1OC (stereo not drawn)	110	114	112	97	122	97	105	113
N#Cc1ccc(NC(=O)Nc2cccc(C#N)c2)cc1	47	99	108	92	92	67	83	108
Cc1ccc(-c2c3c(N)c4c(nc3nc3c2c(C)nn3-c2ccccc2)CCC4)cc1	53	88	90	-31*	37	103	15	70
N#CC1=C(N)Oc2c(c(=O)[nH]c3ccccc23)C12C(=O)c1cccc3cccc2c13 (stereo not drawn)	106	103	109	95	93	98	95	117

2 entries from above in another layout.
Sequence of screens – MDA-MB-468	HS 578T	BT-549	LOX IMVI	MDA-MB-231	T-47D	MCF7	SK-MEL-28
> CC(C)(C)OC(=O)CC(S(=O)(=O)c1ccccc1)S(=O)(=O)c1ccccc1
    -24*	102	108	95	103	67	97	105
> NC(=O)c1cccc(NC(=O)c2ccco2)c1
    98	110	109	100	106	104	92	108

Full records, quoted from the list.
Results for `Cc1ccc(-n2c(-c3ccccc3)c(-c3ccccc3)c3c(SCC(=O)n4nc(C)cc4C)ncnc32)cc1` = MDA-MB-468 = 73; HS 578T = 87; BT-549 = 86; LOX IMVI = 84; MDA-MB-231 = 74; T-47D = 60; MCF7 = 65; SK-MEL-28 = 107
Results for `COc1ccc2c(c1)c(-c1nnc(-c3cn(C)c4ncccc34)o1)cn2C` = MDA-MB-468 = 75; HS 578T = 79; BT-549 = 85; LOX IMVI = 74; MDA-MB-231 = 74; T-47D = 41; MCF7 = 45; SK-MEL-28 = 82

New compounds follow.
SMILES	MDA-MB-468	HS 578T	BT-549	LOX IMVI	MDA-MB-231	T-47D	MCF7	SK-MEL-28
COc1cc2c(cc1OC)/C(=C/c1sc(=S)[nH]c1O)C(C(=O)O)=N2	114	106	108	98	105	95	96	114
Cn1cc(C=O)c2ccccc21	100	107	106	88	104	102	99	109
COc1ccc(-c2nsc3c2NC(=O)CC3c2cccc(OC)c2)cc1 (stereo not drawn)	·	29	40	50	73	35	18	45
COc1cc(C2CC(c3cc(OC)c(OC)c(OC)c3)=Nc3c(C)nn(-c4ccccc4)c3N2)ccc1Oc1ccnc2cc(Cl)ccc12 (stereo not drawn)	77	72	97	86	53	52	70	91
CCOC(=O)C1CCNC(=O)C1=O (stereo not drawn)	100	119	107	98	106	·	107	112
Nc1ccc(C(=O)Nc2ccc(N=Nc3ccc(S(=O)(=O)O)cc3)cc2)cc1	95	96	98	101	95	88	101	105
O=C1CCC(c2ccccc2)O1 (stereo not drawn)	100&97	87&105	103&106	103&96	109&96	106&89	102&101	115&101
COc1cc(CNC(=O)/C=C/C=C/c2ccc3c(c2)OCO3)ccc1OCc1cn(-c2ccc(Cl)cc2)nn1	54	88	88	86	72	67	83	70
O=C(/C=C/c1ccc(Cl)cc1)n1nnnc1-c1ccccc1	111	90	90	99	91	87	103	100
COc1cc(/C=C/C(=O)N2CCCC2)cc2c1OCO2	97	107	104	98	86	96	93	96
N#C/C(=C/c1ccc(Cl)cc1)c1nc(-c2cc3cc(Br)ccc3o2)cs1	103	124	109	100	97	81	83	126
CCOC(=O)c1c(NC(=S)Nc2ccc([N+](=O)[O-])cc2)sc2c1CCCCC2	71	82	86	84	80	59	70	86
NC(=S)Nc1ccc(Cl)cc1Cl	88	97	92	89	90	58	96	99
O=C(O)c1cn(C2CC2)c2cc(N3CCN(C(=O)c4ccccc4)CC3)c(F)cc2c1=O	116	112	114	·	93	90	99	106
Cc1nn(-c2ccc(Cl)cc2)c2nc3c(nc12)C(=O)CC(C)(C)C3	87	83	94	94	94	71	85	100
C=CCN1C(=O)[C@@]2(Oc3ccccc3[C@H]3CC(c4ccc(Br)cc4)=NN32)c2ccccc21	62	40	77	45	53	57	52	97
OC(CBr)c1ccc(Br)c2ccccc12 (stereo not drawn)	88	87	98	88	96	103	86	103
CCNc1nc(S(=O)(=O)CC)nc2ccccc12	76	94	91	101	102	92	96	108
CC(=O)O[C@H]1CO[C@@H]2C(Oc3ccnc(NC4CCN(S(=O)(=O)c5ccc(C)cc5)CC4)n3)CO[C@H]12 (stereo partly drawn)	101	98	96	99	103	95	88	111
NC(N)=N/N=C(\c1ccccc1)c1ccccn1	93	105	96	92	120	97	96	114
O=c1[nH]c(CSc2nnc3ccccn23)nc2cc(Cl)ccc12	·	113	111	96	104	103	99	113
CC(=O)c1cccc(NC(=O)c2ccc(C(=O)Nc3cccc(C(C)=O)c3)cc2)c1	110	118	113	114	110	112	100	109
O=C(Cn1cc(CN2CCN(c3ccnc4cc(Cl)ccc34)CC2)nn1)Nc1ccccc1F	103	97	93	98	91	105	95	112
Nc1c(N)c(Cl)c(Cl)c(Cl)c1Cl	54	82	·	58	67	75	89	110
N#CC1=C(N)Oc2cc(O)ccc2C1c1ccc(Cl)cc1 (stereo not drawn)	91	93	93	98	98	102	115	121

Next part, overlapping the part above by 2 compounds.
SMILES	MDA-MB-468	HS 578T	BT-549	LOX IMVI	MDA-MB-231	T-47D	MCF7	SK-MEL-28
Nc1c(N)c(Cl)c(Cl)c(Cl)c1Cl	54	82	·	58	67	75	89	110
N#CC1=C(N)Oc2cc(O)ccc2C1c1ccc(Cl)cc1 (stereo not drawn)	91	93	93	98	98	102	115	121
CCCCC(O)C(F)(Cl)Cl (stereo not drawn)	103	106	108	99	107	97	101	112
CCCCCc1cc[n+](CC(=O)c2ccccc2)cc1	76&87	106&106	96	99&94	106&104	101&95	94&104	109&128
COc1ccc2oc(=O)c(-c3nn(-c4ccccc4)cc3-c3nn[nH]n3)cc2c1	111	105	115	101	91	102	96	106
c1ccc2c(c1)NC1(CCSc3ccccc31)n1nccc1-2 (stereo not drawn)	108	104	91	89	94	86	101	103
Nc1nc(N)c2c(n1)NC(c1ccccc1)C1CCc3ccccc3C1=N2 (stereo not drawn)	-13*	71	39	45	65	31	19	76
O=C1CN(C2CCCCC2)c2ccc(O)cc2N1	100	109	112	91	109	109	99	120
COc1ccc2nc(Nc3cccc(NC(=O)c4ccc(CN5CCCN(C)CC5)c(C(F)(F)F)c4)c3)ccc2c1	-71*	·	-61*	·	·	-45*	-63*	-75*
COc1cc(-c2conc2-c2ccccc2)c(OC)c2c1OCO2	94	99	103	92	99	83	86	103
O=c1scc(-c2ccc(C(F)(F)F)cc2)s1	73	92	88	103	104	96	65	102
CC(Oc1ccc(C(=O)NS(=O)(=O)C(C)(C)C)cc1C(F)(F)F)c1ccc(Oc2ccccc2)cc1 (stereo not drawn)	107	117	110	·	104	97	96	112
COc1ccc2c(C3(c4cn(C)c5cc(OC)ccc45)C(=O)Nc4ccc(Br)cc43)cn(C)c2c1	134	98	96	102	91	81	96	127
CC(=O)OC[C@]12CC[C@@H](C)[C@H](C)[C@H]1[C@]13O[C@H](/C1=N\O)[C@@H]1[C@@]4(C)CCCNC(C)(C)[C@@H]4CC[C@@]1(C)[C@]3(C)CC2	81	93	84	·	93	76	80	99
